GLP1R inv ag: inverse agonists of human GLP-1 receptor; 1.6% of 410,000 active; P43220; HEK293 GLP-1R CRE-luciferase, luminescence, 24 h; GLP-1R form is constitutively active; Potency, µM (doses to about 38.3 µM), without a hit: top-dose activity change, negative = inhibition, hits mostly inhibitors; further: potency means the concentration at half of the fitted maximal effect; on the % scale 0 is the no-effect control and ±100 the full control effect; nearly all actives have a fitted effect of over 55% in size
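Readout was luciferase luminescence, measured 12 min after detection reagent at room temperature. Beforehand, GLP-1R reporter HEK293 cells had sat 12 h, then received compounds for 24 hr at 37 deg C.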
DRD3 agonist: activates the human D3 dopamine receptor; max activation, %; D3R DiscoveRx beta-arrestin cells, luminescence, 90 min; AID 652048; 0.58% of 410,000 active; P35462; in the data active means max activation above about 30%; further: 0% is about no effect; mostly tested at two doses, the higher about 12 µM
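Cells at 1500/well, incubated overnight, then treated with pinned compounds (dopamine as control) for 90 min at 37 degrees C. DiscoveRx reagent added for 30 - 60 minutes at room temperature; luminescence read.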
PI5P4Ka inh: blocks human PI5P4K alpha kinase activity; P48426; PI5P4Kalpha enzyme, ADP-Glo luminescence, 60 min; stronger effect = lower value; max response, %; 1.2% of 330,000 active; AID 652105; active means max response of -50% or lower; inconclusive means between -30% and -50%; inactive means -30% or higher; further: value at the top dose of about 77 µM; on the % scale 0 is the no-effect control and ±100 the full control effect
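Controls without substrate or without enzyme flank wells where PI5P4Kalpha converts substrate using 5 microM ATP (final). Incubation lasts 60 minutes at room temperature; ADP formed is read by ADP-Glo luminescence.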
PLK1 PBD inh: blocks phosphopeptide binding to human PLK1 polo-box domain; P53350; Plk1 PBD binding of FITC phosphopeptide, fluorescence polarization; Potency, µM, for inactives: max response, negative = inhibition, most hits filed as inhibitors; 2.8% of 360,000 active; further: potency means the concentration at half of the fitted maximal effect; series mostly up to about 57 µM; on the % scale 0 is the no-effect control and ±100 the full control effect; nearly all actives have a fitted effect of over 65% in size
WRN inhibitor: WRN helicase (human) inhibition; Q14191; WRN helicase unwinding, fluorescent forked duplex, kinetic; Potency, µM (doses to about 114 µM), for the others: top-dose activity change, negative = inhibition, most hits filed as inhibitors; 0.46% of 360,000 active; further: potency means the concentration at half of the fitted maximal effect; on the % scale 0 is the no-effect control and ±100 the full control effect; nearly all actives have a fitted effect of over 55% in size
Target sequence (Q14191 whole entry, looked up): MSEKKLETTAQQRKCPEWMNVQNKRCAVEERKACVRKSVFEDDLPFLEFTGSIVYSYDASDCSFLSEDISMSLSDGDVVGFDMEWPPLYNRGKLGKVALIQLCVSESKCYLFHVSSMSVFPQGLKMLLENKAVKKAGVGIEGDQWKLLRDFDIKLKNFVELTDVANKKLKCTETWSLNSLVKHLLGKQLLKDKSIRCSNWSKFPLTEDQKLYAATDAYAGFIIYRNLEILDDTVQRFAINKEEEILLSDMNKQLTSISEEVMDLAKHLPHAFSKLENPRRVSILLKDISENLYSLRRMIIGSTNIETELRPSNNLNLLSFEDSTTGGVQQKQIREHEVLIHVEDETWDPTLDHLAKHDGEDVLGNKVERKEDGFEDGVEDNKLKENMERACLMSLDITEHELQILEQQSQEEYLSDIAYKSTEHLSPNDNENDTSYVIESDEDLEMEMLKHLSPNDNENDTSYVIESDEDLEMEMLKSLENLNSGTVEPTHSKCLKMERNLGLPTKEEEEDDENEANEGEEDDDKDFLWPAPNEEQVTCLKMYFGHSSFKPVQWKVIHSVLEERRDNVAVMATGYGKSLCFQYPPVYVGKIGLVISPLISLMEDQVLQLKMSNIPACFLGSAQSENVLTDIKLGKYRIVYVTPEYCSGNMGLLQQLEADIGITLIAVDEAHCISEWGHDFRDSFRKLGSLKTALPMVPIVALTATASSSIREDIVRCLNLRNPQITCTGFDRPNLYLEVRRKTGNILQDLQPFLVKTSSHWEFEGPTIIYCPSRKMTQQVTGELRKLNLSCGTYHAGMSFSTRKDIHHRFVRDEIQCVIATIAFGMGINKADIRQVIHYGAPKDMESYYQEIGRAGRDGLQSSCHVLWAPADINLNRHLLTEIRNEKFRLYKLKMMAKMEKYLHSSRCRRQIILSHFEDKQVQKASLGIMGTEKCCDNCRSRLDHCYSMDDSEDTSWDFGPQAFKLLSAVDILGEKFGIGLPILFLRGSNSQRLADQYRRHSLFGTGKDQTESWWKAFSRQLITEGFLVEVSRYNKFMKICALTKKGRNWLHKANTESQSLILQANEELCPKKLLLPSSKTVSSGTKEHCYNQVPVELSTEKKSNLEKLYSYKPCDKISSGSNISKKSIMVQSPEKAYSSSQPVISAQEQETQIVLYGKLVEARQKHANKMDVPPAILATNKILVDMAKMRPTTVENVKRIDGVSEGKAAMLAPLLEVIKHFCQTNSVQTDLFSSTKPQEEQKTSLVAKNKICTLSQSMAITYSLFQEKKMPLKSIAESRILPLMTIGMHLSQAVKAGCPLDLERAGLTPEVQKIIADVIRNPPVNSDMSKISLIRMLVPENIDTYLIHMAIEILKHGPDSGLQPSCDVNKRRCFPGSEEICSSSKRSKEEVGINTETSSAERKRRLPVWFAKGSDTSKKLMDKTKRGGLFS
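Fluorescence dequenching readout, ex 525 nm/em 598 nm, kinetic mode: forked duplex DNA (100 nM final) with adjacent fluorophore and quencher unwound by WRN (20 nM final) with 2 mM ATP. Compound preincubation 15 min, room temperature.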
GLP1R ag: GLP-1 receptor (human) agonism | P43220 | AID 624172 | Potency, µM (series often up to 45.6 µM), for the others: at the top dose activation, usual class: activators | HEK293 GLP-1R CRE-luciferase, luminescence, 4-6 h; cells express a hypersensitive GLP-1R form | 0.007% of 380,000 active; further: potency means the concentration at half of the fitted maximal effect; % of control where 0% means no effect
IL-2 act: IL-2 activation. IL-2 activation reporter assay, cell-based qHTS; stimulated with anti-CD3/CD4/CD28 beads; in transgenic mouse T cells. activation, % (series mostly up to about 46 µM). 0.065% of 360,000 active. AID 652025; in the data active means activation above about 50%; inconclusive means mostly about 30% to 49%; further: 0% is about no effect
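Unstimulated transgenic mouse T cells preincubated 60 min with compound, then stimulated with anti-CD3/anti-CD4-coated beads plus anti-CD28 for 18 h at 37 degrees C. IL-2 response read as EGFP and DsRed fluorescence by plate cytometry.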
HEK293 tox: cytotoxicity counter-screen for GLP-1 receptor inverse agonists | 0.13% of 410,000 active | Potency, µM (titrated, usually from 38.3 µM), inactives show top-dose activity change, negative = inhibition, actives largely listed as inhibitors | HEK293 cAMP-luciferase reporter cells, luminescence, 24 h;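 further: loss of luciferase light is scored as toxicity; potency means the concentration at half of the fitted maximal effect; on the % scale 0 is the no-effect control and ±100 the full control effect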
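Quantitative HTS format, 1536 wells, 200 cells/uL seeded. Compounds: 23 nL, 24 h, 37 °C. Detection: luciferase reagent, luminescence at 12 min RT; decreased signal taken as cytotoxic.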
DRD3 antagonist: blocks the human D3 dopamine receptor. max response, negative = inhibition, %. P35462. D3R cells, DiscoveRx beta-arrestin luminescence, antagonist mode; stronger effect = lower value. 2.5% of 360,000 active; in the data active means max response below about -50%; inconclusive means no clear call, values can overlap the other calls; further: on the % scale 0 is the no-effect control and ±100 the full control effect; mostly tested at two doses, the higher about 12 µM
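Cells plated overnight at 1500 cells/well, then exposed to library compounds with dopamine controls for 90 minutes at 37 degrees C. DiscoveRx reagent added for 30–60 minutes at room temperature; luminescence read, quantitative HTS format.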
* hit, by the source's call; ? = inconclusive; · = not tested or not shown; [ ] = another dose, or the depositor's remark. Unless noted, the call rests on the fitted dose curve; in most records, active means well fitted curve in the direction sought with a large enough effect; inconclusive means small, poorly fitted or top-dose-only effect, or another doubt; inactive means no such curve, though single readings can be large; an effect the other way counts as inactive or inconclusive. Not a hit list. Share with any hit: about 7.8%.

Results follow in this order: GLP1R ag | PI5P4Ka inh | PLK1 PBD inh | DRD3 antagonist | GLP1R inv ag | DRD3 agonist | WRN inhibitor | HEK293 tox | IL-2 act
- CN(C)C(CN1C(=O)C2CC=CCC2C1=O)c1cn(C)c2ccccc12 (stereo not given)
→ 5% | 3 | -10% | -27 | -30% | -3 | -5% | 12% | -0.1
- Cc1ccccc1C(=O)N1CCCC(CCC(=O)N2CCN(c3ccccn3)CC2)C1 (stereo not given)
→ -5% | 0 | -7% | 15 | 8% | -6 | -3% | 4% | -1.6
- O=C(NCCc1cn2ccsc2n1)c1cccs1
→ 9% | -5 | -21% | 1 | 12% | -5 | 0% | 3% | 0.8
- COc1ccc(NC(=O)N2CCN(C(=O)Nc3ccc(OC)cc3)CC2)cc1
→ -2% | 15 | -11% | -6 | 1% | -2 | -4% | -12% | -4.1
- COc1ccc(-c2cc(C(=O)N3CCN(Cc4ccccc4)CC3)no2)cc1OC
→ -3% | · | -9% | ? | 3% | -21 | -3% | 2% | -2.5
- CCc1nc2c(c(=O)c3ccccc3n2C)c(=O)n1C1CCCCCC1
→ -8% | -4 | -3% | ? | ? | -1 | -32% | 7% | -0.6
- CN(CC(=O)Nc1ccc(F)cc1)CC(=O)N1CCc2ccccc21
→ 14% | -4 | 5% | -8 | ? | -17 | 7% | -2% | 1.1
- Cc1ccc(C2/C(=C(\O)c3ccc4c(c3)OCCO4)C(=O)C(=O)N2Cc2cccnc2)cc1 (stereo not given)
→ 0% | -4 | -2% | 2 | 7% | 0 | -3% | 5% | -0.1
- Cc1csc(SC(C)C(=O)Nc2ccc(Cl)cn2)n1 (stereo not given)
→ -2% | 0 | 27µM* | ? | ? | -8 | 1% | 10% | -0.1
- Cn1c(Cn2nnc3ccccc32)nnc1SCC(=O)c1ccccc1F
→ -1% | · | -9% | 4 | 36%[activator] | 11 | 2%[57.1 µM] | 2% | 1.3
- Cc1[nH]c(C)c(S(=O)(=O)NCc2ccco2)c1C(=O)N1CCCCC1
→ -1% | 0 | 1% | 3 | 18% | -3 | 4% | 4% | 1.4
- Cc1sc2nc(CSc3n[nH]c(N)n3)[nH]c(=O)c2c1C
→ 8% | 1 | -1% | 1 | 28% | 1 | 6% | -18% | -0.5
- O=C(CSCc1ccc(Cl)cc1)N1CCCCC1
→ 19% | -3 | -6% | 31 | ? | 4 | -13%[57.1 µM] | 4% | 5.4
- Cc1nn(CCO)c(N)c1C1(O)C(=O)Nc2c(Cl)cc(Cl)cc21 (stereo not given)
→ 13% | -3 | -7% | 2 | -2% | 3 | 2% | -16% | -2.1
- CCNc1nc(NCC)nc(N/N=C/c2ccc(OC)cc2)n1
→ -6% | -2 | -12% | -17 | -1% | -22 | 3% | 1% | 1.1
- Cc1ccc(-n2ccc(=O)c(C(=O)Nc3ccc(S(=O)(=O)Nc4onc(C)c4C)cc3)n2)cc1
→ -4% | 4 | -16% | -21 | 1% | -7 | -17% | 2% | 2.5
- CC1CC(C)CN(C(=O)c2ccc(N3CC4CC(C3)c3cccc(=O)n3C4)c([N+](=O)[O-])c2)C1 (stereo not given)
→ 9% | 2 | -7% | 8 | -10% | -6 | 8% | -5% | 0.3
- CC(C(=O)NCc1ccc(Cl)cc1)n1cccc1C(=O)c1ccccc1 (stereo not given)
→ 1% | 3 | -23% | -13 | ? | -1 | -9%[57.1 µM] | 11% | -1.1
- O=C(CCNS(=O)(=O)c1ccccc1F)N1CCN(C(c2ccccc2)c2ccccc2)CC1
→ -2% | 7 | 2% | 16 | ? | 2 | -12% | -7% | -4.5
- CC(=O)Nc1ccc2nc(NC(=O)CCc3ccccc3)sc2c1
→ 5% | -4 | -2% | 6 | 19% | 1 | -8% | -7% | 0.1
- Cc1c(C(=O)Nc2ccc(F)cc2)nnn1-c1cccc(C(F)(F)F)c1
→ 4% | -7 | 4% | 10 | ? | 5 | -3% | -3% | -0.2
- Cc1csc(NC(=O)c2ccc[nH]c2=O)n1
→ 0% | -7 | -6% | 25 | -17% | 9 | -15% | 2% | -0.1
- O=C(CSc1nc2ccc(Cl)cc2[nH]1)NCCc1ccc(Cl)cc1
→ 1% | 0 | -8% | ? | ? | 0 | -11% | -3% | 3.7
- CS(=O)(=O)c1ccc(C(=O)Nc2ccccc2N2CCOCC2)c(Cl)c1
→ 7% | 3 | -7% | 3 | 4% | 11 | 19% | 4% | 2.7
- CC(Sc1nnc2c(n1)[nH]c1ccccc12)C(=O)N(C)C1CCCCC1 (stereo not given)
→ 13% | 0 | ? | 13 | -32% | 8 | -29% | 0% | 0.1
- Cc1ccccc1CSc1ccc2nnc(-c3ccccn3)n2n1
→ 9% | -9 | -4% | 2 | 3% | 5 | -3% | 17% | -0.2
- O=C(CSC1=NS(=O)(=O)c2ccccc2N1)NCCc1ccccc1
→ -10% | -3 | -14% | -3 | -4% | 5 | -5% | 1% | -0.8
- COC(=O)C(C(=O)Nc1ccccc1C)C1CCCCCC1 (stereo not given)
→ 6% | 1 | -6% | 10 | -10%[7.66 µM] | -1 | -4% | 0%[7.66 µM] | 0.4
- O=C(CSc1nnc(-c2ccccc2)c(-c2ccccc2)n1)N1CCOCC1
→ 8% | 9 | -26% | 0 | ? | -11 | -6% | -10% | 0.2
- CC(C)(C)NC(=O)Cn1c(SCC(=O)NC2CC2)nc2ccccc21
→ -1% | 0 | -2% | -16 | -11% | -4 | -5% | -6% | 0.7
- O=C(CCCCCn1c(=O)[nH]c2ccsc2c1=O)NCc1ccc(F)cc1
→ 12% | 5 | -19% | -21 | -28% | -2 | -29% | 12% | -0.4
- Cc1nc(C(=O)Nc2ccc(Cl)cc2)sc1C1(C)CC(c2cccc([N+](=O)[O-])c2)=NO1 (stereo not given)
→ 5% | 6 | 0% | 19 | 20% | 7 | -4% | 1% | -1.5
- CC1CCN(S(=O)(=O)c2cccc(C(=O)Nc3ccccn3)c2)CC1
→ 17% | 0 | -2% | 4 | 3% | 1 | -8% | 0% | 3.0
- COc1ccc(C(CNC(=O)c2cc(F)c(F)c(F)c2F)N2CCOCC2)cc1 (stereo not given)
→ 4% | 7 | -6% | -20 | 2% | -29 | -3% | 6% | 0.1
- CC(C(=O)Nc1ccccc1Sc1ccccc1)N(c1ccccc1)S(C)(=O)=O (stereo not given)
→ 0% | 10 | -6% | ? | ? | -1 | -34% | 12% | -0.2
- COc1cc(-c2n[nH]c(=S)n2-c2ccccc2C(F)(F)F)cc(OC)c1OC
→ 6% | -4 | -20% | ? | 21% | -26 | ? | -7% | 2.6
- Cc1ccc(S(=O)(=O)NCC(c2cccnc2)N(C)C)cc1 (stereo not given)
→ -16% | 2 | -11% | -18 | 2% | -3 | 4% | 6% | 1.8
- CC(=O)NCCn1c(SCC(=O)OCc2ccccc2)nc2ccccc2c1=O
→ 19% | · | -1% | 24 | 0% | 2 | -3% | -1% | -0.8
- CCN(CC)CCN(C(=O)c1ccc2c(c1)CCCC2)c1nc2ccc(F)cc2s1
→ 0% | 7 | -3% | -19 | ? | -4 | 2% | -6% | -0.7
- CCCCCCCCNc1nc(Cl)nc(NCCN2CCOCC2)n1
→ 12% | 2 | -3% | 2 | 4% | -3 | 2% | 24% | 1.2
- O=C(O)CCN1C(=O)C2C3c4ccccc4C(c4ccccc43)C2C1=O (stereo not given)
→ 0% | 0 | ? | 8 | -24% | 7 | 1% | -6% | 0.5
- CCOC(=O)C(NC(=O)CC)(Nc1cc(C)on1)C(F)(F)F (stereo not given)
→ 3% | 2 | 0% | 17 | -4% | -1 | -7% | 5% | -0.8

Eleven compounds already listed, sorted by molecular weight, rising:
Results follow in this order: GLP1R ag | PI5P4Ka inh | PLK1 PBD inh | DRD3 antagonist | GLP1R inv ag | DRD3 agonist | WRN inhibitor | HEK293 tox | IL-2 act
- Cc1csc(NC(=O)c2ccc[nH]c2=O)n1
→ 0% | -7 | -6% | 25 | -17% | 9 | -15% | 2% | -0.1
- COC(=O)C(C(=O)Nc1ccccc1C)C1CCCCCC1 (stereo not given)
→ 6% | 1 | -6% | 10 | -10%[7.66 µM] | -1 | -4% | 0%[7.66 µM] | 0.4
- O=C(O)CCN1C(=O)C2C3c4ccccc4C(c4ccccc43)C2C1=O (stereo not given)
→ 0% | 0 | ? | 8 | -24% | 7 | 1% | -6% | 0.5
- CC1CCN(S(=O)(=O)c2cccc(C(=O)Nc3ccccn3)c2)CC1
→ 17% | 0 | -2% | 4 | 3% | 1 | -8% | 0% | 3.0
- CCCCCCCCNc1nc(Cl)nc(NCCN2CCOCC2)n1
→ 12% | 2 | -3% | 2 | 4% | -3 | 2% | 24% | 1.2
- O=C(CSc1nc2ccc(Cl)cc2[nH]1)NCCc1ccc(Cl)cc1
→ 1% | 0 | -8% | ? | ? | 0 | -11% | -3% | 3.7
- O=C(CSc1nnc(-c2ccccc2)c(-c2ccccc2)n1)N1CCOCC1
→ 8% | 9 | -26% | 0 | ? | -11 | -6% | -10% | 0.2
- CS(=O)(=O)c1ccc(C(=O)Nc2ccccc2N2CCOCC2)c(Cl)c1
→ 7% | 3 | -7% | 3 | 4% | 11 | 19% | 4% | 2.7
- COc1cc(-c2n[nH]c(=S)n2-c2ccccc2C(F)(F)F)cc(OC)c1OC
→ 6% | -4 | -20% | ? | 21% | -26 | ? | -7% | 2.6
- CCN(CC)CCN(C(=O)c1ccc2c(c1)CCCC2)c1nc2ccc(F)cc2s1
→ 0% | 7 | -3% | -19 | ? | -4 | 2% | -6% | -0.7
- Cc1nc(C(=O)Nc2ccc(Cl)cc2)sc1C1(C)CC(c2cccc([N+](=O)[O-])c2)=NO1 (stereo not given)
→ 5% | 6 | 0% | 19 | 20% | 7 | -4% | 1% | -1.5
